# Screens (PubChem BioAssay)
# DENV2 CPE rescue: protects cells from dengue virus 2 cytopathic effect. DENV2-infected cells, cytopathic effect rescue, plate reader. CPE inhibition, % at 9.99 µM. actives 1.7% (n = 350,000); in the data active = CPE inhibition above about 20%, passing the limit was not always enough; inconclusive = no clear call, values can overlap the other calls; tested in BHK-21 cells;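 note: 0% = median of neutral control wells and 100% = median of positive control wells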
# F508del corr: correctors of CFTR F508del function in bronchial epithelial cells. AID 720511. CFBE cells, YFP halide quenching; stimulated with forskolin plus potentiator P3; % fluorescence drop versus neutral controls. actives 0.36% (n = 350,000). activity (quench increase), % at 7.58 µM;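 active = mean added fluorescence quench of at least 8% versus neutral control, with both replicates also reaching 8%; inconclusive = only one of the mean or replicate conditions met; inactive = mean below 8% and not both replicates reaching 8%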;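 note: cells transiently co-express mutant CFTR-F508del with the halide-sensitive YFP; corrector assay measuring rescue of mutant channel to the surface after 24 h compound exposure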
# GSIS activator: primary screen for activators of insulin secretion dependent on glucose, INS-1E cells, GLuc reporter luminescence. INS-1E GLuc reporter insulin secretion, 2-3 h. activation, % at 16.6 µM. actives 0.61% (n = 370,000);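 active = lowest replicate activation of at least 40%, so every replicate reaches that level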;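 note: 0% = median of neutral control wells and 100% = median of IBMX positive control wells; some compounds called inactive have numbers as strong as hits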
# PAX8 inh HTS: lowers PAX8-driven luciferase in RMG-I cells | RMG-I TPO-luciferase reporter, SteadyGlo, 24 h | inhibition, % at 12.6 µM | actives 1.2% (n = 360,000);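 active = mean replicate inhibition at least 60% with every replicate also reaching 60%; inconclusive = only one of the two criteria is met; inactive = mean below 60% and not all replicates reaching 60%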;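 note: luciferase light reporting Pax8 driven TPO promoter activity; plate controls were median of neutral control wells for no effect and mitoxantrone controls for full effect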
# FN deposit inh: fibronectin deposition inhibition | inhibition, % at 12.6 µM | actives 0.086% (n = 350,000) | AH1F fibroblasts, Alexa488-fibronectin deposition fluorescence, overnight;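 active = mean inhibition across replicates of 30% or more, regardless of how many single replicates reach that level; inconclusive = mean under 30% yet at least half of replicates reach 30%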;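 note: positive control wells lacked labelled fibronectin entirely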
#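 Material – AH1F fibroblast monolayer, labelled fibronectin deposition · Reagent – labelled fibronectin 24 nM · Timing – 1 h adhesion, overnight exposure · Measured by – fluorescence at 485 nm excitation, 525 nm emission · Read-out – inhibition of fibronectin deposition signal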
# EWS-Fli block: blocks EWS/Fli oncoprotein-driven transcription. inhibition, % at 12.6 µM. actives 0.67% (n = 350,000). A673 NR0B1-luciferase reporter, viability-normalised;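 active = mean inhibition of at least 50% after viability correction, with every replicate also passing that limit; inconclusive = mean reaches 50% but only one of two replicates passes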;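 note: firefly luciferase signal divided by Alamar Blue viability fluorescence both relative to DMSO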
# miR-122 sensor: inhibitors of miR-122 in Huh7 cells. activation (reporter increase), % at 12.5 µM. Huh7 miR-122 Renilla luciferase sensor, 48 h; neutral wells = 0, positive control = 100. AID 602342. actives 0.3% (n = 340,000);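 active = mean replicate activation score at least 90 and every replicate individually at or above 90; inconclusive = only one of the two criteria met; inactive = neither criterion met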;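 note: higher luciferase means less miR-122 activity so hits act as miR-122 inhibitors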
# The depositor's hits bear a star; ? = inconclusive; / = no result given; [ ] = another dose, or the depositor's remark.
canonical_smiles,DENV2 CPE rescue,F508del corr,GSIS activator,PAX8 inh HTS,FN deposit inh,EWS-Fli block,miR-122 sensor
NNC(=O)C1CC1(c1ccccc1)c1ccccc1 (configuration not stated),-2.1,-1.7,8.9,7.3,-2.4,6.6,/
COc1ccc(CN(C)C[C@H]2OCCCC[C@@H](C)Oc3ccc(NS(=O)(=O)c4ccc(C)cc4)cc3C(=O)N([C@H](C)CO)C[C@@H]2C)cc1,4.3,-1.6,0.1,-1.8,/,-7.8,0.2[16.7 µM]
O=C1CN(S(=O)(=O)c2cccc(C(=O)O)c2)c2ccccc2N1,-5.6,-0.7,21.5,30.5,-5.7,-3.3,6.1
Cn1c(SCC(=O)NC2CC2)nnc1-c1cccc(NC(=O)c2ccccc2F)c1,/,/,/,0.0,1.3,/,-2.0
COc1ccc(NC(=O)N(C)C[C@H]2Oc3c(NC(=O)c4cnccn4)cccc3C(=O)N([C@@H](C)CO)C[C@H]2C)cc1,14.2,0.7,-5.3,/,/,-11.1,4.9[16.7 µM]
COc1ccc(F)cc1S(=O)(=O)NCC(c1ccco1)N1CCc2ccccc2C1 (configuration not stated),-2.8,-0.7,-0.7,1.8,-6.9,4.4,/
CCN(C(=O)Cn1c(Cl)nc2c1c(=O)n(C)c(=O)n2C)C1CCCCC1,19.0,0.6,/,0.8,-0.2,0.7,-3.1
O=C(CSc1nnc(COc2ccccc2)o1)N1CCN(c2ccccc2)CC1,/,/,-2.1,/,-10.5,/,-0.9
CNC(=O)CSc1nnc(COc2ccc(Cl)cc2)n1CCOC,/,/,21.9,/,2.9,/,-5.1
COc1ccc(C(=O)N/C(=C/c2cccnc2)C(=O)N2CCOCC2)cc1OC,-0.6,-0.3,8.1,4.4,0.1,-4.1,-11.6
N#Cc1sc2nc(-c3cccs3)cc(-c3ccc(Cl)cc3)c2c1N,/,3.1,-4.8,/,/,8.3,-2.2
NC(=O)NN=C(C1CC1)C1CC1,-4.8,0.8,14.4,-10.7,-1.3,-2.9,-3.4
Cc1noc(C)c1S(=O)(=O)N(C)C[C@H]1Oc2ccc(NC(=O)CCC(F)(F)F)cc2CC(=O)N([C@H](C)CO)C[C@H]1C,-2.0,-0.3,0.5,/,5.4,-0.4,6.7[16.7 µM]
COc1ccc(NC(=O)N(C)C[C@H]2Oc3ccc(NS(C)(=O)=O)cc3CC(=O)N([C@@H](C)CO)C[C@H]2C)cc1,15.1,1.4,/,-28.8,-7.5,-11.7,0.9[16.7 µM]
CN(C)CCCNC(=O)C[C@@H]1CC[C@H](NS(=O)(=O)c2ccc(F)cc2)[C@H](CO)O1,?,-0.5,-1.1,-8.3,/,-3.8,/
CCCCCCn1c(=O)n2n(c1=O)C[C@]1(OC(=O)NCc3ccccc3)CN(S(=O)(=O)c3ccc(C)cc3)C[C@]1(O)C2,-3.4,3.2,-32.3,10.5,-1.9,-7.3,-0.3
CSc1nc(O)c(C(c2ccccc2Cl)c2c(O)nc(SC)[nH]c2=O)c(=O)[nH]1,-7.5,-1.1,5.6,-9.9,-12.8,-4.7,/
CCCCN(C)S(=O)(=O)c1ccc(C(=O)N=c2sc3cc(NC(C)=O)ccc3n2C)cc1,/,/,9.4,3.8,0.1,/,-1.3
CN(CCOc1ccccc1)S(=O)(=O)c1ccccc1C#N,-3.2,-1.6,-7.1,0.1,0.0,-11.5,-6.4
O=C(Cn1nc(-c2ccccc2)c2ccccc2c1=O)Nc1ccc(F)cc1,13.8,-2.1,/,-2.2,8.0,-9.2,-1.6
CCOC(=O)C(CCCP(=O)(c1ccccc1)c1ccccc1)(NC(C)=O)C(=O)OCC,-1.7,1.3,24.8,5.0,-0.4,-8.8,-0.3
N#CCSc1nc2c(c(=O)n1Cc1ccco1)C1(CCCC1)Cc1ccccc1-2,/,/,/,-13.7,4.2,/,7.9
CCNC(=O)CC1C(=O)N(c2ccccc2)C(=O)N1Cc1ccc(OC)cc1 (configuration not stated),/,/,8.9,/,-6.4,/,-3.9
O=C(CSc1ccc(-c2ccccc2)nn1)N1CCOCC1,3.3,0.0,12.1,/,/,-17.5,-20.2
COc1ccc(C(C)=O)cc1CN1C(=O)NC(c2ccccc2)(c2ccccc2)C1=O,11.7,-1.2,23.2,1.4,1.5,18.3,4.8
Cc1ccc2nc(-c3ccccc3)cc(C(=O)NCC3CCCO3)c2c1 (configuration not stated),-7.3,-5.1,-12.7,-18.7,-2.8,1.9,-3.3
Cn1nc(C(F)(F)F)c(C(=O)Nc2ccc(F)cc2F)c1Oc1cccc(Cl)c1,/,/,-21.7,/,8.3,/,-0.3
CC1C(=O)N(Cc2cn(Cc3ccco3)nn2)CCS(=O)(=O)N1Cc1ccc(-c2ccc(F)nc2)cc1 (configuration not stated),?,2.2,-1.0,14.7,8.7,2.8,-3.5
O=C([C@@H]1[C@@H](CO)[C@@H]2Cn3c(ccc(-c4ccncc4)c3=O)[C@H]1N2Cc1cccnc1)N1CCOCC1,-5.7,0.6,1.8,/,/,-12.8,3.5[16.7 µM]
CC(NC(=O)C(c1ccccc1)c1ccccc1)C(=O)O (configuration not stated),3.8,-2.8,4.7,/,/,9.7,/

# Part of the list above in order of SMILES length, ascending.
canonical_smiles,DENV2 CPE rescue,F508del corr,GSIS activator,PAX8 inh HTS,FN deposit inh,EWS-Fli block,miR-122 sensor
O=C1CN(S(=O)(=O)c2cccc(C(=O)O)c2)c2ccccc2N1,-5.6,-0.7,21.5,30.5,-5.7,-3.3,6.1
O=C(CSc1nnc(COc2ccccc2)o1)N1CCN(c2ccccc2)CC1,/,/,-2.1,/,-10.5,/,-0.9
COc1ccc(NC(=O)N(C)C[C@H]2Oc3ccc(NS(C)(=O)=O)cc3CC(=O)N([C@@H](C)CO)C[C@H]2C)cc1,15.1,1.4,/,-28.8,-7.5,-11.7,0.9[16.7 µM]

# 2 consecutive compounds out of the list so far:
canonical_smiles,DENV2 CPE rescue,F508del corr,GSIS activator,PAX8 inh HTS,FN deposit inh,EWS-Fli block,miR-122 sensor
NNC(=O)C1CC1(c1ccccc1)c1ccccc1 (configuration not stated),-2.1,-1.7,8.9,7.3,-2.4,6.6,/
COc1ccc(CN(C)C[C@H]2OCCCC[C@@H](C)Oc3ccc(NS(=O)(=O)c4ccc(C)cc4)cc3C(=O)N([C@H](C)CO)C[C@@H]2C)cc1,4.3,-1.6,0.1,-1.8,/,-7.8,0.2[16.7 µM]

# Following part.
canonical_smiles,DENV2 CPE rescue,F508del corr,GSIS activator,PAX8 inh HTS,FN deposit inh,EWS-Fli block,miR-122 sensor
CCc1c(-c2ccccc2)[n+](=O)c2c(n1[O-])CCC2,0.0,-1.1,24.7,15.6,2.4,8.3,/
CC1=C([N+](=O)[O-])C(c2ccccc2Cl)NC(=O)N1C (configuration not stated),3.1,-1.3,8.5,-10.1,0.1,-6.7,/
CN(C)c1ccc(-c2csc(C(C)(O)c3ccccc3)n2)cc1 (configuration not stated),-5.6,-1.8,-2.2,-132.9,-8.1,-81.9,0.4
COc1ccc(NC(=O)Nc2ccc(Cc3ccncc3)cc2)cc1OC,/,/,/,15.4,-6.4,/,2.5
COc1ccccc1CNc1cccc(C)n1,-10.3,1.2,23.8,-23.7,8.9,-11.8,-2.2
C[C@@H]1CN([C@@H](C)CO)C(=O)c2cc(NC(=O)Nc3cccc4ccccc34)ccc2O[C@@H]1CN(C)S(=O)(=O)c1ccc(Cl)cc1,-1.1,0.2,-3.5,/,/,-69.8,33.8[16.7 µM]
Cc1ccc(N(C(=O)Cn2nnc3ccccc32)C(C(=O)NCc2ccccc2)c2ccccn2)cc1 (configuration not stated),/,/,-3.2,1.0,-7.9,/,9.8
C[C@H](CO)N1C[C@H](C)[C@H](CN(C)C(=O)OCc2ccccc2)OCc2cn(nn2)CCCC1=O,/,-1.1,4.6,10.8,-5.4,11.3,-9.7[16.7 µM]
Cc1cc(C(=O)COC(=O)c2ccc[nH]c2=O)c(C)n1C1CC1,8.0,-1.2,0.3,-95.2,2.6,-37.9,-4.3
Cc1ccc(S(=O)(=O)Nc2ccc3c(c2)CC(=O)N([C@@H](C)CO)C[C@@H](C)[C@@H](CN(C)C(=O)Nc2ccc4c(c2)OCO4)O3)cc1,-5.6,-2.4,-8.7,10.1,6.9,-1.2,5.6[16.7 µM]
c1csc(Cc2nc(-c3ccc(-n4cccc4)cc3)no2)c1,2.9,1.0,-1.8,-141.8,2.9,-54.0,-10.9
COC(=O)c1cccnc1NC(=S)NC1CCCCC1,0.4,-0.2,-3.3,-7.7,-8.2,2.5,-11.4
CC(C)(C)c1ccc(N2C(=O)CSC2c2ccccc2)cc1 (configuration not stated),8.6,2.4,/,-16.5,/,8.4,/
CCC1CCCN1Cn1cnc2c([nH]c3ccc(C)cc32)c1=O (configuration not stated),/,/,6.2,1.6,5.3,/,11.4
C[C@@H]1CCCCO[C@H](CN(C)Cc2ccc(C(=O)O)cc2)[C@H](C)CN([C@H](C)CO)C(=O)c2cc(NS(=O)(=O)c3ccc(Cl)cc3)ccc2O1,1.8,1.8,11.5,-0.3,1.3,-5.3,-1.4[16.7 µM]
CCCC(=O)Nc1ccc2c(c1)OC[C@@H](C)N(Cc1ccccc1F)C[C@@H](C)[C@@H](OC)CN(C)C2=O,-7.7,3.6,-16.6,3.4,6.3,-1.6,/
CO[C@H]1CN(C)C(=O)c2cc(NC(=O)Nc3ccc(Cl)cc3)ccc2OC[C@H](C)N(C)C[C@H]1C,-4.4,0.3,-10.8,12.0,0.7,19.6,/
O=C1CSC(=S)N1c1cccc(Cl)c1,-1.5,-0.4,-14.8,0.8,3.4,-2.7,7.6
CC(=O)N(C)C[C@@H]1Oc2cc(C#CC(C)C)ccc2S(=O)(=O)N([C@H](C)CO)C[C@H]1C,-7.6,4.3,3.9,/,-13.1,-4.3,13.1[16.7 µM]
CCc1ccc(C2CC(=O)Nc3c2c(=O)nc2c(C)cccn32)cc1 (configuration not stated),11.1,2.1,4.6,-12.0,7.6,-2.3,-1.6
C[C@H](CO)N1C[C@H](C)[C@@H](CN(C)C(=O)c2ccccc2)OCCCC[C@H](C)Oc2ccc(NC(=O)Nc3cccc4ccccc34)cc2C1=O,6.5,0.1,11.0,/,/,4.1,14.7[16.7 µM]
Cc1ccccc1S(=O)(=O)N1CC[C@H]2[C@H](CO)Nc3ccc(-c4ccccc4)cc3[C@H]21,-7.8,-0.2,1.2,-18.8,-13.6,-1.8,7.5[16.7 µM]
CO[C@@H]1CN(C)C(=O)c2cc(NC(=O)Nc3ccc(F)cc3)ccc2OC[C@H](C)NC[C@@H]1C,-0.2,-3.5,15.8,/,-1.0,-3.5,-3.1[16.7 µM]
N#C[C@H]1[C@H](c2ccc(-c3cccc(F)c3)cc2)[C@@H](CO)N1C(=O)NC1CCCC1,-9.1,1.7,-21.9,6.4,/,12.8,/
C[C@H](NC(=O)c1cc2c(cn1)[nH]c1ccccc12)C(=O)O,-1.6,-0.3,7.0,28.4,-0.4,6.5,-7.2
C[C@@H]1CN([C@H](C)CO)C(=O)c2cc(NC(=O)NC3CCCCC3)ccc2O[C@@H](C)CCCCO[C@@H]1CN(C)S(=O)(=O)c1cccs1,-0.3,-1.5,17.3,7.0,/,14.9,7.2[16.7 µM]
CC(O)(c1ccc(F)c(F)c1)c1nc(-c2ccc(S(C)(=O)=O)cc2)cs1 (configuration not stated),10.2,-0.1,2.2,-2.4,2.3,-14.2,-1.3
N#Cc1cc2c(nc1SCC(=O)N1CCCCC1)CCCC2,/,/,/,-15.9,-3.3,/,-5.2
Cc1ccccc1N1CC(C(=O)Nc2nnc(SCCC3OCCO3)s2)CC1=O (configuration not stated),-2.6,-2.7,17.8,19.8,/,/,1.4
